TNF death inh = inhibitors of TNF-alpha induced necroptosis in Jurkat FADD-/- cells; Jurkat FADD-/- TNF necroptosis rescue, ATP luminescence, 24 h; 0 = TNF only, 100 = no-TNF cells; activation (protection from cell death), % at 10 µM; 220,000 tested, 0.068% active; AID 463075;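 active = activation, meaning protection from cell death, of at least 50% relative to plate controls; inactive = activation below 50%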;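 note: necroptosis triggered by 40 ng/mL TNF-alpha added together with compound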
Rad51 HR inh = blocks human Rad51 in homologous recombination. Q06609. hRad51 DNA strand exchange, fluorescence dequenching. inhibition, % at 10 µM. 200,000 tested, 0.085% active;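 active = inhibition above 40% at the single screening dose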;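 note: 0% = DMSO control wells and 100% = blanks with heterologous ssDNA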
Target sequence (Q06609 whole entry, looked up): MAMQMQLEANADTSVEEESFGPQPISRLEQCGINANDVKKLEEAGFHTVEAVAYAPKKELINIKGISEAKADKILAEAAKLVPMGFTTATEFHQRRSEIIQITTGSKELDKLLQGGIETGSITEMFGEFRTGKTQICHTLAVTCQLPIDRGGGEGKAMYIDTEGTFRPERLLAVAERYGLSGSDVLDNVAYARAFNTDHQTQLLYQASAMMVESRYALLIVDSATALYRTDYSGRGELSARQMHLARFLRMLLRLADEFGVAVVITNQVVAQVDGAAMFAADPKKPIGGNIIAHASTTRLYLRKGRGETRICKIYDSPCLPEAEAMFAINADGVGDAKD
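Read-out basis: percent inhibition relative to plate controls and blanks / Assay system: human Rad51 nucleoprotein filaments preassembled on unlabelled ssDNA / Timing: filaments 15 min 37 °C, then compound 30 min / Control set: per-plate controls and blanks / Technique: fluorescence dequenching at 485/520 nm / Compound: 10 µM final, single point / Also added: Fluorescein- and BHQ1-tagged 47-mer duplex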
L929 necroptosis = blocks zVAD induced death of L929 cells; L929 zVAD necroptosis rescue, ATP luminescence, 24 h; with zVAD 60 µM; AID 1377; 220,000 tested, 0.38% active; viability rescue, % at 10 µM;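 active = activation, scaled between plate controls, above about 75%, limit read from the data; inactive = activation under that limit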;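 note: 0% = zVAD with DMSO and 100% = DMSO alone without zVAD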
Hck Nef HTS = blocks Nef-activated human Hck kinase; Recombinant Hck-YEEI plus Nef, Z-Lyte FRET kinase assay; inhibition, % at 20 µM; 220,000 tested, 0.68% active;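 active = Hck-Nef kinase inhibition above about 50%, limit read from the data; inactive = inhibition below that limit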;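 note: 0% = DMSO with Hck plus Nef and 100% = Hck alone without Nef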
KCC2 mod = modulators of human KCC2 chloride dependent transport | 190,000 tested, 2.2% active | B-score of Tl+ flux slope (higher = more flux/activation; lower = inhibition) at 10 µM | Q9H2X9 | KCC2 cells, thallium flux FluoZin-2 fluorescence;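 active = thallium flux slope and its plate-corrected score both differing from the plate sample mean at a set confidence after two filtering rounds, in either direction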;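 note: slope of fluorescence scaled to starting intensity during 10 to 20 s after thallium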
FXIa inh 1536 = factor XIa (human) inhibition. 220,000 tested, 0.14% active. inhibition, % at 5 µM. purified FXIa, Boc-Glu-Ala-Arg-AMC fluorogenic substrate. P03951. AID 798;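 active = inhibition of at least 40%; inactive = inhibition below 40%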;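 note: fluorescence of freed AMC excited at 355 nm; 0% = enzyme without compound and 100% = no enzyme blank; many of its hits are not listed in these tables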
FXIIa inh = inhibitors of human coagulation factor XIIa; inhibition, % at 5 µM; purified FXIIa, Boc-QGR-AMC fluorogenic substrate, 2 h; 220,000 tested, 0.3% active; P00748; in the data active = inhibition above about 40%;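 note: 0% = enzyme with no compound and 100% = blank without enzyme; many of its hits are not listed in these tables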
Target sequence (P00748 20-372 limits assumed): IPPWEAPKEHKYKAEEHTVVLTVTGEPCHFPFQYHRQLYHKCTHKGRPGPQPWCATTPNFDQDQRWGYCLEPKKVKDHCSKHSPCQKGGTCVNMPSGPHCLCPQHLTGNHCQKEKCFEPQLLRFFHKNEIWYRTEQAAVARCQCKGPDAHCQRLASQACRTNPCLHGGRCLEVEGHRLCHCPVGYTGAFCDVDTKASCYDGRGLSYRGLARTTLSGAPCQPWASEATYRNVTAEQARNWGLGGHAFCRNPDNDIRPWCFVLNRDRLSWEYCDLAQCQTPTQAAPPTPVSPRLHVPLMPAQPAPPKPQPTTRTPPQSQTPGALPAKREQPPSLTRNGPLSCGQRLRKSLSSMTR
Target sequence (P00748 373-615 limits assumed): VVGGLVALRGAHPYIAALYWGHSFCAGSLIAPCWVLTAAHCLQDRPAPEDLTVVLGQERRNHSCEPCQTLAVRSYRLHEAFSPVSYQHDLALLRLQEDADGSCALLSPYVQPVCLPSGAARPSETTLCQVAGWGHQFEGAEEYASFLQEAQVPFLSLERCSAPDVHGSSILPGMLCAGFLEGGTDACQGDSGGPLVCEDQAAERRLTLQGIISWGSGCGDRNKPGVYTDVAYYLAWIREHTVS
Thrombin inh = thrombin (human) inhibition. 220,000 tested, 0.26% active. alpha-thrombin, Boc-VPR-AMC fluorogenic substrate cleavage. P00734. inhibition, % at 5 µM;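 active = inhibition at or above 40%; inactive = inhibition below 40%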;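 note: 0% = enzyme with no compound and 100% = wells without enzyme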
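System – human alpha-thrombin protein · Reagent – Boc-VPR-AMC substrate, 15 µM final · Compound – 5 µM single dose in 0.2% DMSO · Schedule – reaction at room temperature · Technique – AMC fluorescence at 355 nm excitation and 460 nm emission · Read-out basis – % inhibition relative to enzyme controls and enzyme-free blanks · Control set – no-compound enzyme wells and no-enzyme blanks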
hK5 inh = inhibitors of human kallikrein 5; Q9Y337; recombinant hK5, fluorogenic AMC substrate cleavage; inhibition, % at 5 µM; 210,000 tested, 0.59% active;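 active = inhibition of 40% or more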;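 note: 0% = enzyme controls without compound and 100% = no-enzyme blanks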
Starred values were filed as active, the others as inactive; i = inactive; nt = no result given. Only part of the results is shown; rates above refer to the full screens.

structure,TNF death inh,Rad51 HR inh,L929 necroptosis,Hck Nef HTS,KCC2 mod,FXIa inh 1536,FXIIa inh,Thrombin inh,hK5 inh
Nc1nonc1-c1noc(COc2ccccc2Cl)n1,7.6,-4,0.8,1,-3.9,-5,2,-5,-8
COc1cccc(N2CCN(CC(=O)Nc3nnc(-c4ccccc4)s3)CC2)c1,-0.1,0,0.2,0,0.84,4,-9,-1,-19
CC1CCCCC1NC1=NCCCS1 (stereo unspecified),0.9,-3,2.0,-2,1.3,-6,9,-6,-3
COc1cc(-c2nnc(SCC(=O)NC3CCS(=O)(=O)C3)o2)cc(OC)c1OC (stereo unspecified),0.5,12,0.7,16,0.028,0,11,-5,3
Cc1nc2cc(-c3sccc3-n3cccc3)nn2c(C)c1C,5.7,nt,-0.1,-2,-0.0047,5,8,4,0
C=CCn1c(=NC(=O)C2CCCCC2)sc2cc(NC(C)=O)ccc21,0.7,5,1.6,3,-0.15,-5,4,9,11
CCOC(=O)C1=C(Cc2ccc(C)cc2)C(=O)c2ccccc2C1=O,-24,4,-0.3,-3,0.01,-9,10,3,0
CC1=NN(c2ccccc2)C(=O)C1N=Nc1ccccc1 (stereo unspecified),-0.5,-5,0.2,0,2.9,-1,4,-2,-5
C=C(C)CN(CC)C(=O)CCc1nnc(CCCc2ccccc2)o1,0.6,nt,-0.8,14,-1.1,-1,7,-2,nt
COc1ccc(CNC(=O)CCn2c(=O)[nH]c3ccccc3c2=O)cc1,-0.9,nt,1.8,18,-0.12,0,12,2,2
COc1ccc(/C=N/NC(=S)NCc2ccccc2)cc1OC,1.5,6,-0.1,3,-0.29,5,13,-1,-19
CN(C)S(=O)(=O)c1ccc(Cl)c(NC(=O)COC(=O)/C=C/c2ccco2)c1,0.5,6,0.4,13,-0.26,1,7,-1,8
Cc1cccc(OCCCC(=O)Nc2ccccc2C(F)(F)F)c1,-1.5,1,0.1,-1,-0.2,3,-2,3,-4
COc1ccccc1CN1CCNC(=O)C1CC(=O)NC1Cc2ccccc2C1 (stereo unspecified),-0.9,3,0.0,6,-0.07,5,13,0,nt
CC(C(=O)Nc1ccccc1Br)c1ccc([N+](=O)[O-])cc1 (stereo unspecified),0.8,9,0.4,1,-0.81,-11,4,-12,-8
Cn1cc(C(=O)NC2CCCCCC2)c(=O)c2cc(S(=O)(=O)N3CCCC3)ccc21,3.7,-7,-0.4,2,0.15,11,7,5,-12
CC(C)c1ccc(C(=O)NC(=S)NCc2cccnc2)cc1,0.1,-11,3.7,-1,0.61,-3,8,18,20
CCc1nn(CC(=O)NCCCN(CC)Cc2ccccc2)c(=O)c2cc3sccc3n12,-4.7,-6,-0.5,2,-0.92,-8,2,-1,-2
COC(=O)c1cc(Br)c(=O)n(Cc2ccc(OC)c(OC)c2)c1,0.0,-2,2.8,1,-0.2,-3,-5,-5,14
CCCN(CCC)S(=O)(=O)c1ccc(C(=O)Nc2nnc(CSC)o2)cc1,-0.6,-1,0.1,-1,nt,8,5,5,-14
CSCCCNC(=O)c1ccccc1OC1CCN(S(C)(=O)=O)CC1,0.3,-4,4.6,8,-0.18,-7,6,-1,-2
CCOc1ccc(OCC)c(NC(=O)C2CCCN(S(=O)(=O)c3c(C)n[nH]c3C)C2)c1 (stereo unspecified),-0.8,1,0.0,2,nt,4,11,1,-1
Cc1ccc(-n2c(=O)cc(N3CCN(Cc4ccccc4)CC3)[nH]c2=O)cc1,0.4,-6,0.2,1,nt,-7,4,-11,-28
COc1ccc(NC(=O)CSc2nc3c(c(=O)n2-c2ccc(C)cc2)SCC3)c(OC)c1,4.0,-19,1.0,2,-0.0035,6,14,1,-6
Cn1c(=O)c2c(-c3ccc(OC(F)F)cc3)cc(-c3ccccc3)nc2n(C)c1=O,5.3,24,0.1,20,1.3,-5,4,-4,1
Cn1c(=O)[nH]c(=O)c2c1nc(N/N=C/c1ccncc1)n2Cc1ccc(F)cc1,-1.1,0,1.6,12,i,1,-2,-5,2
O=C(NCc1nc(-c2ccccc2)no1)c1ccc2c(c1)OCO2,0.0,-1,-0.7,-8,-0.31,3,13,1,-4
COC(=O)c1ccc(-c2nc3cc(N)ccc3o2)cc1,-8.3,-2,0.1,7,-0.029,5,15,5,-3
CN1N=C(C(=O)N2CCc3c([nH]c4ccccc34)C2c2ccccc2Cl)CCC1=O (stereo unspecified),1.7,-6,0.2,3,nt,1,10,-3,nt
COc1ccc(NC(=O)COC(=O)CC23CC4CC(CC(C4)C2)C3)c([N+](=O)[O-])c1,0.4,-14,6.7,0,0.19,-5,-1,-20,-11
Cc1cc(C)c(OCC(=O)N/N=C/c2ccc3c(c2)OCO3)c(C)c1,-3.8,nt,0.9,0,0.46,4,4,3,-7
Cc1cc(/C=C2/C(=N)N3C(=NC2=O)SN=C3S(C)(=O)=O)c(C)n1-c1ccccc1,1.0,3,1.1,0,-1.6,2,1,-1,-13
O=C(NCc1ccc2c(c1)OCO2)c1ccc(Cl)s1,8.4,-3,0.7,-9,-0.4,-7,-2,1,-32
COCCN=C1NN=C(c2ccc(NC(C)=O)cc2)CS1,0.2,nt,0.3,19,-0.062,1,4,-1,nt
O=c1[nH]c(=O)n(Cc2ccco2)c2c1C(C(F)(F)F)(C(F)(F)F)N=C(C1CCCCC1)N2,-0.8,5,-0.4,11,0.94,-3,6,-3,-11
Cn1nnnc1SCC(=O)N1c2ccccc2Sc2ccccc21,-2.0,-6,0.4,1,nt,3,2,-6,-18
Cc1nnnn1CC(=O)Nc1cccc([N+](=O)[O-])c1,0.4,-6,-1.7,-62,1.1,6,nt,-8,1
Clc1ccc(CSc2nnc(-c3ccncc3)o2)c(Cl)c1,0.8,2,-0.3,0,-0.23,0,6,1,11
Cc1cc(C)c2c(NC(=S)NC(=O)c3ccccc3)nn(C)c2n1,-1.5,4,-1.0,-9,2.5,-6,4,-12,-4
CN(C)CCNC(=O)CNC(=S)N(CCCN1CCOCC1)Cc1cccs1,1.8,8,0.5,20,0.55,-3,5,-6,-12
O=S(=O)(Cc1ccc(Cl)cc1)c1ncc(CO)n1Cc1ccccc1,-0.1,5,1.1,-8,-0.041,0,nt,-5,-1
COC(=O)c1c(NC(=O)c2ccco2)sc(C(=O)Nc2ccc(F)cc2)c1C,-2.4,6,0.0,11,-0.73,-2,10,-21,-22
CCOC(=O)Cc1nnc(NC(=O)CC)s1,-0.8,-12,-0.1,0,0.79,-9,6,-3,2
Cc1ccc(NC(=O)C(=O)NCc2ccc(/C=C(/C#N)C(=O)NCc3cccnc3)o2)cc1C,-7.3,-7,1.3,4,-0.58,0,9,-14,-12
O=S(=O)(c1ccccc1)N1CCC(O)(CSc2ccccc2)CC1,0.6,-9,-0.5,21,-2,-2,3,-6,-1
CN(C)/C=N/c1nc2nccc(-c3ccc(Cl)cc3)n2n1,0.0,-1,0.7,22,-0.61,-4,0,-12,-18
Cc1ccc(C2C(C#N)=C3N=C(N)c4ccccc4N3C3=C2C(=O)CCC3)cc1 (stereo unspecified),-7.8,5,0.5,16,-1.1,4,8,2,4
COc1cc(/C=N/NC(=O)CC2(C)OCCCO2)ccc1OCc1ccc(Cl)cc1Cl,2.8,0,2.5,1,-0.66,0,0,-17,-11
O=C(CCCc1c[nH]c2ccccc12)N1CCOCC1,-0.5,-2,-0.1,3,0.44,-2,9,-6,2
O=c1[nH]c2ccc(NS(=O)(=O)c3ccc4ccccc4c3)cc2[nH]1,0.2,-19,0.3,18,-0.011,26,29,19,23

Further compounds:
structure,TNF death inh,Rad51 HR inh,L929 necroptosis,Hck Nef HTS,KCC2 mod,FXIa inh 1536,FXIIa inh,Thrombin inh,hK5 inh
COc1ccc(S(=O)(=O)N2CCNCC2)cc1OC,0.4,15,0.1,11,0.68,14,6,2,-6
CCCn1c(=N)c(C#N)cc2c(=O)n3cccc(C)c3nc21,-1.8,8,3.7,32,nt,-7,-3,-21,4
C=CCN1C(=O)/C(=C2/Sc3ccccc3N2CCCS(=O)(=O)O)SC1=S,0.4,1,1.6,6,-1.1,6,15,3,-57
CC(=O)N1CC2(NC(=O)c3ccccc3N2)c2ccccc21 (stereo unspecified),0.0,nt,1.5,11,0.099,-1,5,-2,2
COc1ccc(C(=O)/C=C\c2ccc(NC(=O)c3cccs3)cc2)cc1,-13,-3,0.6,2,0.16,2,14,2,-6
Cc1cc(C)c2c3c(sc2n1)C(=O)N(c1ccccc1C)CC(=O)N3,0.2,-8,-0.3,4,0.82,-6,7,2,2
Nc1ccc2c(c1)sc1ccccc12,-11,nt,nt,-2,0.44,4,10,1,-6
CCOc1ccc(-n2c(-c3ccco3)nc3c(cnn3-c3ccc(C)cc3)c2=O)cc1,4.3,11,2.5,7,0.32,-1,7,-3,0
CN(c1ccccc1)S(=O)(=O)c1ccc(Cl)c(C(=O)NCCc2c[nH]c3ccccc23)c1,1.2,-11,0.0,-2,-5,6,0,-3,40
CCCC(=O)Nc1ccc(C)c(O)c1,-10,18,-0.2,6,-0.71,-6,-13,-8,-11
FC(F)(F)c1cc(-c2ccco2)nc(NCc2ccco2)n1,-3.1,-7,-0.3,-1,0.021,-12,-6,-4,10
